mcGAS inh: blocks mouse cGAS activity. recombinant cGAS, Kinase-Glo ATP depletion luminescence. inhibition, % at 12.5 µM. hit rate 0.15% among 160,000. AID 1259399;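 note: 0% = negative control wells and 100% = reference inhibitor with no enzyme activity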
hcGAS inh: human cGAS inhibition; inhibition, % at 12.5 µM; AID 1259398; hit rate 0.081% among 290,000; recombinant h-cGAS, ATP depletion, Kinase-Glo luminescence;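 note: 0% = vehicle reaction and 100% = reaction without DNA for no activity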
Target sequence (Q8N884 whole entry, looked up): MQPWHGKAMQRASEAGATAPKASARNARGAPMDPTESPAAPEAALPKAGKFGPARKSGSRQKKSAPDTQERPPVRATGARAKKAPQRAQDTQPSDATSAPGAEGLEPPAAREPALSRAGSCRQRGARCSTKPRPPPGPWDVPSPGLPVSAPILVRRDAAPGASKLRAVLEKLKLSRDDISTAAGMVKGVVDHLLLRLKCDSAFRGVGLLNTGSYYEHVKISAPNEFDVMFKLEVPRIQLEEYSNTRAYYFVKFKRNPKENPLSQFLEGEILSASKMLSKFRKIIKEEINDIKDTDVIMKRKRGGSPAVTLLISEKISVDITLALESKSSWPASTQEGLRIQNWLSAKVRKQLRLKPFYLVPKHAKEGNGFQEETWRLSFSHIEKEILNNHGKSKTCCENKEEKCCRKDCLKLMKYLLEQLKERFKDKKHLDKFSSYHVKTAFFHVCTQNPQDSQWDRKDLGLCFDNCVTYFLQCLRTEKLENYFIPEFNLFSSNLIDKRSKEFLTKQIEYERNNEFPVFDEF
NPYLR7 agonist: activates Aedes aegypti NPYLR7 receptor | AID 1259423 | hit rate 0.15% among 270,000 | HEK293T NPYLR7/Galpha15, GCaMP6s calcium fluorescence | activation, % at 10 µM; in the data active = activation above about 40%;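 note: 0% = vehicle and 100% = reference agonist at the receptor; some compounds past the cut are filed as inactive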
The depositor's hits bear a star; nt = not tested or not shown; & = joins results of further samples. Cut-off read from the data, not from the text of the source, unless noted: active = inhibition above about 40%; inactive = the rest.

SMILES	mcGAS inh	hcGAS inh	NPYLR7 agonist
COCCC(=O)Nc1ccc2c(c1)CN(C(=O)CCOC)CC2	-3	-1	15
CC(=O)Oc1c(-c2ccc(N)cc2)c(C(C)C)nn1-c1cccc(C)c1	nt	0	6
CCOC(=O)c1sc(N)c(C(=O)OCC)c1C	2	1&7	3&2
CS(=O)(=O)N1CCC(c2nnc(C3CC3)s2)CC1	-8	-6	-6
Cc1ccccc1C(C)NC(=O)Cc1c(C)noc1C (stereo not given)	nt	-15	2
NC(=O)CCN(CCN1C(=O)c2ccccc2C1=O)Cc1ccccc1	nt	-3	8
Cc1cc(=O)c(C(=O)N2CCN(C(C)C(=O)N3CCCCC3)CC2)nn1-c1ccccc1 (stereo not given)	-15	-6	4
Cc1nc2scc(C)n2c(=O)c1NC(=O)c1ccccc1F	-8	-4	13
N#CCCN(Cc1ccccc1)C(=O)Nc1ccc(Cl)c(C(F)(F)F)c1	-4	-7	1
COC(=O)c1ccc(N2C(=O)CC(NCCc3ccc(S(N)(=O)=O)cc3)C2=O)cc1 (stereo not given)	-4	1	3
O=C(c1cn(Cc2ccc(F)cc2Cl)nn1)N1CCN(c2cnccn2)CC1	-9	-10	6
CC(C)(C)c1ccc(C(=O)N2N=C(c3cccnc3)CC2(O)C(F)(F)F)cc1 (stereo not given)	-5	2	-3
CCCc1c(C(=O)N2CCCC2)c(C2CC2)nn1-c1ccc(C)cc1	1	-3	-1
COc1cc(-c2nc3ccc(Br)cn3c2NC(C)(C)CC(C)(C)C)ccc1OC(=O)c1ccc(F)cc1	-5	-17	-4
CNC(=O)CN(C(=O)Cc1cccc(OC)c1)[C@@H]1C[C@@H]2CO[C@H](C(C)C)C[C@@H]2C1	-7	-6	17

Continued; it opens with the 3 that closed the last part.
SMILES	mcGAS inh	hcGAS inh	NPYLR7 agonist
CCCc1c(C(=O)N2CCCC2)c(C2CC2)nn1-c1ccc(C)cc1	1	-3	-1
COc1cc(-c2nc3ccc(Br)cn3c2NC(C)(C)CC(C)(C)C)ccc1OC(=O)c1ccc(F)cc1	-5	-17	-4
CNC(=O)CN(C(=O)Cc1cccc(OC)c1)[C@@H]1C[C@@H]2CO[C@H](C(C)C)C[C@@H]2C1	-7	-6	17
CCOc1c(Br)cc(C=C(C#N)c2ccc([N+](=O)[O-])cc2)cc1OC	-1	4	1
CSc1ccc(CN2CCC2(C)C(=O)NCc2ccc3c(c2)OCO3)cc1 (stereo not given)	nt	-12	-2
O=C(NCc1ccc2ccccc2c1-c1ccccc1)c1cccnc1Oc1ccc(Cl)cc1	nt	-3	-6
CCC(=O)Nc1ccc(N(C)C)c(CN(Cc2ccco2)C(=O)c2ccc(OC)cc2)c1	-6	-4	4
COc1cc(C=C(C#N)S(C)(=O)=O)cc(Cl)c1OC(F)F	nt	-10	12
O=S(=O)(CCN1CCOCC1)OCC(F)(F)C(F)F	nt	-5	1
CCc1nn2c(ncc3c(=O)n(-c4n[nH]c(C)n4)ccc32)c1-c1ccccc1	nt	9	4
COC(=O)c1c(NC(=O)CN2CCCCC2)sc2c1CCC2	nt	-5	9
O=C(Cn1cc2c(n1)CCCCC2)Nc1c(F)c(F)c(F)c(F)c1F	-5	-5	3
O=C(C=C(C1CC1)C1CC1)Nc1cccc(OCCn2cncn2)c1	nt	-3	3
C=CCn1c(COc2cccc(C)c2)n[nH]c1=S	-1	-1	-4
COCc1c(Br)c(C)nc(OCC(=O)N/N=C\c2cc(Cl)ccc2O)c1C#N	2	4	-7
Cc1nc(-n2nc(-c3ccco3)cc2NC(=O)c2cccs2)[nH]c(=O)c1C	nt	2	2
CC(c1ccccn1)N(C)Cc1cc(F)ccc1-n1cccn1 (stereo not given)	nt	-5	6
O=C(COc1ccc(Cl)cc1)OCc1cc(-c2ccccc2F)on1	nt	-2	-2
O=C1CCCC(=O)C1=C1SCCCCS1	nt	1	14
CC(C)(C)c1nnc(NC(=O)Nc2ccc(Cl)cc2)s1	-3	-1	-9
Cc1cc(C(=O)N2CCN(C(c3ccccc3)c3ccc(Br)cc3)CC2)no1 (stereo not given)	0	3	-4
CN1CCN(c2ncccc2CNC(=O)C2CSC(C)(C)C(=O)N2)CC1 (stereo not given)	-9	-3	-6
Cc1ccc(C2=NOC(CN(Cc3cccc(Cl)c3)C(=O)c3cccs3)C2)cc1 (stereo not given)	-9	-8	23
Cc1csc(=O)n1CCOc1ccc(S(=O)(=O)c2ccccc2)cc1	nt	3	-11
COc1c(C)cc(C(=O)N2CCCC(N3CCC(CO)CC3)C2)cc1C (stereo not given)	nt	-11	10
CCCCCC(=O)N(CCCOCC)CC(=O)N(CCCC)Cc1cccn1Cc1ccc(Br)cc1	-5	-3	nt
CC(OC(=O)c1cc2c(s1)CCC2)C(=O)Nc1ccc(F)cc1Cl (stereo not given)	nt	-11	9
CCOC(=O)CNC(=O)Cn1cc(OC)c(=O)cc1CN1CCN(c2ccccc2)CC1	-8	-2	-5
COc1ccc(CCNC(=O)N2CCc3nc(Nc4ccc(C(C)C)cc4)ncc3C2)cc1OC	0	1	-4
CCCCN(C)C(=O)c1sc(=O)n(Cc2cc(OC)ccc2Br)c1C	nt	-1	2
O=C(NCc1n[nH]c2c1CCCCC2)c1cn(Cc2ccccc2Cl)nn1	nt	-3	10
O=C1CN(CC(=O)N2CCN(Cc3ccco3)CC2)CCN1	nt	-10	4
CCOc1ccc(NC(=NS(=O)(=O)c2ccc(C)cc2)Nc2nc(C)cc(C)n2)cc1	nt	-5	-6
Cc1ccn2c(=O)c(NC(=O)C(C)Oc3ccc(C)c(C)c3)c(C)nc2c1 (stereo not given)	-9	-5	-2
O=C(CCc1cccc(F)c1)NC1CCOc2ccccc21 (stereo not given)	nt	-7	-3
O=C(O)c1ccc(/C=N\NC(=O)C(NC(=O)c2ccccc2)c2n[nH]c(=O)c3ccccc23)cc1 (stereo not given)	-4	-5	-11
CC1CCN(c2ncnc3c2nc2n3CCCCC2)CC1	nt	1	1
COc1ccc(Cl)cc1CSC1=NCCCN1	nt	0	0
COCCn1c(=O)c2c(ncn2Cc2ccc(OC)cc2)n(-c2cccc3ccccc23)c1=O	nt	-5	5
CN1CCC=C(C2CCCCN2C(=O)c2cc3ccccc3s2)C1 (stereo not given)	nt	-3	2
N#Cc1sc(-c2cccc(Cl)c2)cc1N	nt	-1	-2
CNC(=O)Cc1nc(CS(=O)(=O)C2CCCc3ccccc32)cs1 (stereo not given)	nt	-8	6
O=C(c1cc2ccccc2oc1=O)n1cnc2ccccc21	nt	-5	-3
O=C(NC1C[C@H]1c1ccccc1)N1CCN(CC(OCc2c(F)cccc2F)c2ccc(Cl)cc2)CC1 (stereo not given in full)	-6	-6	nt
Cc1cccnc1CCNCc1c(C(=O)N2C[C@@H](C)O[C@@H](C)C2)nc2ccc(Cl)cn12	-6	-4	-6
CC(C)Oc1nc(-c2cccc(F)c2)n(-c2ccc(NC(=O)c3ccc(-c4ccccc4)cc3)cc2)n1	-4	-11	-13
CCc1nc2ccc(C(=O)N3CCNC(=O)C3)cn2c1N(C)Cc1ccc(Cl)cc1	2	-1	-6
O=C(NCC1CCCN(C2CCSCC2)C1)C1(c2ccc(Cl)cc2)CC1 (stereo not given)	-10	-6	3
CN(Cc1ncccc1C(=O)O)C1CCN(Cc2ccccc2)C1 (stereo not given)	-14	-2	17
Cc1nc2c(sc3cccc(F)c32)c(=O)n1CC(=O)NCc1ccc(Cl)cc1	-9	-7	0
Cc1nc(-c2ccccc2)sc1C(=O)NNS(=O)(=O)c1ccccc1C(F)(F)F	nt	-3	2
CC(Oc1ccc(C#N)cc1)C(=O)Nc1nc(CN2CCCCC2)cs1 (stereo not given)	-7	-6	0
CC(C)Cn1c(-c2c(-c3ccccc3)ncn2CCC(N)=O)nc2ccccc21	-7	-5	-1
CCN(CC(=O)N1CCNC(=O)C1)C(C)c1ccc(C#N)cc1 (stereo not given)	nt	2	0
COC(=O)c1cc2c3cc(Br)c(Br)cc3n(C)c2s1	-6	-3	2
CC(=O)Nc1ccccc1C(=O)N1CCN(C)CC1	-1	-14	18
O=C1Nc2ccc(Cl)cc2[C@@](C#CC2CC2)(C(F)(F)F)O1	nt	-2	-10
Cc1ccc(O)c(S(=O)(=O)N2CCCc3cc(F)c(F)cc32)c1	nt	-15	3
COc1cc(OC)nc(NN=C(c2ccccc2)c2ccccc2)n1	nt	9	-1
Cc1ccn2c(NC(C)(C)CC(C)(C)C)c(-c3ccc(OC(=O)COc4ccccc4)cc3)nc2c1	-3	-2	6
CCCCN(C)C(=O)c1nc2ccccn2c1CN(CC)Cc1ccncc1	nt	-9	21
N#Cc1c(NC(=O)CN2C(=O)c3ccccc3C2=O)oc(-c2ccccc2)c1-c1ccccc1	-8	-9	1
CCC(C)N(Cc1ccccc1OS(=O)(=O)c1ccc(NC(C)=O)cc1)C(=O)c1ccco1 (stereo not given)	-10	-4	-8

Three of the compounds above, with values under each structure:
Every second line gives: mcGAS inh | hcGAS inh | NPYLR7 agonist
COc1cc(OC)nc(NN=C(c2ccccc2)c2ccccc2)n1
  nt | 9 | -1
CC(=O)Nc1ccccc1C(=O)N1CCN(C)CC1
  -1 | -14 | 18
Cc1ccn2c(NC(C)(C)CC(C)(C)C)c(-c3ccc(OC(=O)COc4ccccc4)cc3)nc2c1
  -3 | -2 | 6

Continuation.
SMILES	mcGAS inh	hcGAS inh	NPYLR7 agonist
COc1ccc(S(=O)(=O)Oc2cccc(CN(CCN(C)C)C(C)=O)c2)cc1	-4	-5	-3
C=C(C)C(=O)Oc1cccc(N2C(=O)CCC2=O)c1	nt	-4	2
CCOC(=O)N1CCN(C(=O)CCN2C(=O)c3ccccc3C2=O)CC1	-7	-8	-3
CN(CC(=O)NCc1ccco1)C(=O)CSc1nc(N)nc(N)n1	-4	-6	1
COc1ccc(NC(=O)c2csc(COC(=O)c3ccccc3)n2)cc1Cl	-1	-1	-3
Cc1cc(C)cc(N2C(=O)CSC2c2cccc(NC(=O)c3ccccc3Br)c2)c1 (stereo not given)	-4	-5	nt
Cc1ccccc1CNC(=O)CN(c1cccc(F)c1)S(C)(=O)=O	nt	1	3
CCCSc1ncccc1C(=O)Nc1cc(C(C)(C)C)nn1-c1cccc(F)c1	-8	-10	4
CN(C)[C@@H]1C[C@@H](CO)N(C(=O)NCCc2ccc(F)cc2)C1	nt	-6	11
Cc1cccc(C(=O)N[C@@H]2CC[C@@H](N)C2)c1O	nt	-7	20
CN(Cc1cnn(-c2ccc(F)cc2)c1)Cc1cnn(C)c1C1CC1	-11	-4	2
CC(=O)OC(C(=O)N1CCC(c2nc(-c3ccc(Cl)cc3F)no2)CC1)c1ccccc1 (stereo not given)	-5	-3	-3
C=CCSC1=C(C#N)C2(CCCCC2)C(C#N)C(N)=N1 (stereo not given)	nt	-3	8
Cc1nn(CCC(=O)Nc2ccccc2Oc2ccccc2)c(=O)c(C#N)c1C	-17	-5	-2
CN(CC1COc2ccccc2O1)c1ccc(S(C)(=O)=O)cc1S(C)(=O)=O (stereo not given)	nt	-4	1
COc1cccc(CNC(=O)c2ccc(-c3ccc(F)cc3)s2)c1	-7	-8	-2
Cc1oc(C)c(C(=O)Nc2cccc(N3CCCC3=O)c2)c1C	nt	-12	15
CCc1cccc(NC(C)C(=O)NCCc2ccc(OC)cc2)c1 (stereo not given)	-8	-7	-3
COc1ccc2c(=O)c(-c3cnn(-c4ccccc4)c3)c(C)oc2c1	-5	-5	-5
Cc1nc2ccc(Cl)cn2c1CN(CCN1CCOCC1)Cc1ccco1	-13	-9	-3
Cc1nnc2n1CCC(N(C)C(=O)CC1=CCCCC1)CC2 (stereo not given)	-6	-11	nt
O=C(NCC1COc2ccccc2C1)C1CC2CCC1C2 (stereo not given)	nt	-2	-1
CCCC1=NN2C(=N)/C(=C/c3cccc([N+](=O)[O-])c3)C(=O)N=C2S1	nt	-2	0
O=c1c2cnc3ncnn3c2ccn1Nc1nc2ccccc2s1	nt	-5	4
CCOC(=O)c1cnc(-c2ccccc2)nc1N1Cc2ccccc2C1	-5	-6	24
C=CCC(C)(C)CN1CCC(CC(=O)NC)CC1	-11	-6	6
CCC(=O)NCc1ccccc1-c1ccc2c(c1)OCO2	-18	-4	5
Cc1sc(-c2c(C#N)c(N)nc3c2CCCC3)cc1[N+](=O)[O-]	nt	-15	0
O=C(c1cccc(-n2cnnn2)c1)N1CCCC(c2nnc(-c3ccccc3F)s2)C1 (stereo not given)	nt	-1	-10
COc1ccc(Oc2ccc([N+](=O)[O-])cc2C(=O)N2CCCC2c2ccncc2)cc1 (stereo not given)	-6	-4	-3

Compound profiles, from the list above:
O=C(NCC1COc2ccccc2C1)C1CC2CCC1C2 (stereo not given) reads mcGAS inh = nt; hcGAS inh = -2; NPYLR7 agonist = -1
CCC(=O)NCc1ccccc1-c1ccc2c(c1)OCO2 reads mcGAS inh = -18; hcGAS inh = -4; NPYLR7 agonist = 5
CCCC1=NN2C(=N)/C(=C/c3cccc([N+](=O)[O-])c3)C(=O)N=C2S1 reads mcGAS inh = nt; hcGAS inh = -2; NPYLR7 agonist = 0

(list continues)
SMILES	mcGAS inh	hcGAS inh	NPYLR7 agonist
Cc1ccc(NC(=O)Nc2ccc(N3CCCC3)c(C(=O)N3CCCC3)c2)cc1	-8	-5	2
O=C1c2ccccc2NC(C2CC2)N1Cc1cccnc1 (stereo not given)	5	-2&-4	-25&-5
CCOC(=O)CNC(=O)c1ccc(-c2cc(-c3ccc(Cl)cc3Cl)[nH]n2)cc1	-4	-2	20
O=C(Cc1ccccc1)N1CCCC(OCc2cc(F)ccc2F)C1 (stereo not given)	nt	-2	-6
CC(c1ccc2ccccc2c1)N(C)C(=O)CCc1cnccn1 (stereo not given)	-13	-1	nt
O=C(Cn1nc([N+](=O)[O-])nc1Br)NC1CCCCC1	nt	-8	-2
c1ccc2oc(N3CCN(Cc4ccc(-c5ccn[nH]5)o4)CC3)nc2c1	nt	-1	-3
CC(=O)Nc1cccc(-c2n[nH]c(Cc3ccccc3)n2)c1	nt	-9	7
